Screening results: PubChem BioAssay, National Center for Advancing Translational Sciences (NCATS)
TDP1 cell noCPT: qHTS for Inhibitors of human tyrosyl-DNA phosphodiesterase 1 (TDP1): qHTS in cells in absence of CPT; DT40 Tdp1-/- hTDP1 cells, no CPT, ATP luminescence, 48 h; Potency, µM (doses to about 46.2 µM), for inactives: top-dose activity change, negative = growth inhibition, most hits filed as inhibitors; actives 15% (n = 420,000); AID 686978, 2013; active = well fitted inhibition curve with a large enough effect; inconclusive = small, poorly fitted or top-dose-only effect; also: nearly all actives have a fitted effect of over 55% in size
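Seeded 400 DT40-hTDP1 cells/well (vehicle DMSO, no 20 nM CPT); pinned compounds; ≥48 hr at 37 °C; CellTiter-Glo luminescence as viability measure.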
Numbers without * were called inactive; ? = inconclusive. % is scaled to controls: 0 for no effect and ±100 for the full control effect; potency is read from the fitted curve at half-maximal effect. This is a subset; count on the stated rates, not on these rows.

compound,TDP1 cell noCPT
COCOCCn1cc(CN2CCS(=O)(=O)N(Cc3ccc(-c4ccc(OC)nc4)cc3)C(C(C)C)C2=O)nn1 (centres undefined),8.2µM*
CC1=C(C(=O)OCc2ccccc2)C(c2ccccc2OS(=O)(=O)c2ccc(C)cc2)NC(=O)N1CCCC(=O)O (centres undefined),?
CCn1cc(/C=C(\NC(=O)c2ccccc2OC)C(=O)N2CCOCC2)c2ccccc21,?
COc1ccc(NC(=O)C2Cc3c(-c4ccc5c(c4)OCO5)ccnc3O2)cc1 (centres undefined),8.2µM*
O=C(C(Br)=Cc1ccccc1)c1ccccc1,1.3µM*
CN(Cc1ccccc1F)c1cc2c(c3c1ccn3C)C1CCC2O1 (centres undefined),?
COc1ccc(CNC(=O)C2CCC(=O)N(C3CCCCCC3)C2)c(OC)c1 (centres undefined),8.2µM*
CC(C)(C)CNC(=O)C1(C)CCN1C(=O)C1(c2ccccc2)CC1 (centres undefined),?
Cc1cccnc1C(NC(=O)C1CCN(CCCOc2ccccc2)CC1)c1ccc(F)cc1 (centres undefined),?
CC(C)Oc1ccc(CSc2nnc3n(C)c(=O)c4c5c(sc4n23)CCCC5)cc1,?
COc1ccc(CCc2cc(OC)c(OC)c(OC)c2)cc1,0.58µM*
CC(=O)Oc1ccc(N(C(C)=O)S(=O)(=O)c2ccccc2)c2ccccc12,?
N#Cc1cccc(OC(=O)C2CCN(C(=O)c3ccc(F)cc3)CC2)c1,-2%
Cn1c(=O)c2c(-c3ccccc3)n(-c3cc([N+](=O)[O-])ccc3O)cc2n(C)c1=O,-9%
COc1ccc(NS(=O)(=O)c2cccc(C(=O)NNC(=O)CNC(=O)c3ccccc3Cl)c2)cc1,4%

An excerpt of these results, with each value named.
Cn1c(=O)c2c(-c3ccccc3)n(-c3cc([N+](=O)[O-])ccc3O)cc2n(C)c1=O
  TDP1 cell noCPT: -9%

COc1ccc(NS(=O)(=O)c2cccc(C(=O)NNC(=O)CNC(=O)c3ccccc3Cl)c2)cc1
  TDP1 cell noCPT: 4%

Next section:
compound,TDP1 cell noCPT
O=C(CSc1ccc2nnc(-c3ccc(F)cc3)n2n1)N1CCOCC1,-7%
CCC1C(=O)NCCN1Cc1ccc2c(c1)CN(Cc1cccc(OC)c1OC)CCO2 (centres undefined),-19%
COc1ccccc1NC(=O)COc1ccc(C(F)(F)F)cc1[N+](=O)[O-],18µM*
C=CCOC(=O)C1=C[C@@H](c2ccc(Br)cc2)C[C@@H](OCCCCO)O1,-22%
CC(NCC(=O)Nc1ccccc1C(=O)NC1CC1)c1ccc(Cl)cc1 (centres undefined),12µM*
CC(=O)N1CCc2cc(NC(=O)C3(C)CCN3Cc3ccccc3Cl)ccc21 (centres undefined),?
O=S(=O)(O)c1cc(Cl)cc(N=Nc2ccc(O)cc2O)c1O,?
Cc1cnc(C)c(-c2ccc(F)c3c2OC(CNC(=O)Cc2c(F)cccc2F)C3)n1 (centres undefined),-11%
CC(C)C1CC(C(=O)Nc2ccccc2)C(=O)O1 (centres undefined),-1%
CCCCCCCCN1C(=O)[C@H](CC(=O)NCc2cccc(C(F)(F)F)c2)C[C@@]2(C(=O)OC)CCCCC=C12,?
NC(=O)c1nnn(Cc2cc(Cl)c(C(=O)c3ccc(Cl)cc3)c(Cl)c2)c1N,16µM*
CCNc1cc2c(cc1O)CCC1C2CCC2(C)C(O)CCC12 (centres undefined),23µM*
CCC(C)CN1C(=O)CN(S(C)(=O)=O)CC1(C)C(=O)Nc1c(C)cccc1C (centres undefined),2%
O=C(NCc1ccco1)c1c(Cl)cccc1Cl,-9%
COC(=O)C[C@H]1C[C@H]2c3cc(NC(=O)Nc4ccc(C(F)(F)F)cc4)ccc3O[C@H]2[C@@H](CO)O1,26µM*

Later entries.
compound,TDP1 cell noCPT
c1cc(-c2ccc(CN3CCOCC3)cc2)n2ccnc2c1,-16%
COC(=O)c1ccc(CSc2nc(C(F)F)cc(C)c2C#N)o1,?
COC(=O)C[C@H]1C=C[C@@H](NS(=O)(=O)c2ccc(C)cc2)[C@@H](CO)O1,2%
COc1cc(C2c3cc4c(cc3CC3COC(=O)N32)OCO4)cc(OC)c1OC (centres undefined),0.92µM*
CC1=CC(C)C(=O)N(CCN2CCOCC2)C(C)=C1 (centres undefined),-6%
CCOc1ccc(S(=O)(=O)N2CCCCC2)cc1NC(=O)Cc1cc(OC)c(OC)c(OC)c1,-19%
CC1C(=O)N(Cc2cn(Cc3ccco3)nn2)CCS(=O)(=O)N1Cc1ccc(-c2ccncc2)cc1 (centres undefined),21µM*
O=C(Cc1ccc[nH]c1=O)c1ccc(F)cc1,-9%
COCCN1CCN(C(=O)c2cnn(-c3ncc4c(n3)-c3ccc(OC)cc3CC4)c2C2CC2)CC1,-17%
O=C(NC1CCCCC1)C(c1ccccc1F)n1c(=O)c(-c2ccco2)nc2ccccc21 (centres undefined),16µM*
CCCCCCCCN1C(=O)[C@H](CC(=O)N2CCN(C(=O)c3ccco3)CC2)C[C@@]2(C(=O)OC)CC(C)(C)CC=C12,15µM*
Cc1ccc(-c2cnc(C(O)c3cc(C)cc(C)c3)[nH]2)cc1 (centres undefined),?
C#Cc1cccc(C(=O)NCc2nc(-c3ccccc3NC(C)=O)oc2C)c1,-8%
CC1=C(C(=O)N2CCCCCC2)CC(CC(=O)NCCN2CCOCC2)C(=O)N1CCCN1CCCC1=O (centres undefined),1%
O=C(CCc1nc(-c2ccc(Cl)cc2)no1)OCc1ccc(Br)cc1,-6%

(list continues)
compound,TDP1 cell noCPT
Cc1nc2c(OCc3ccc(C(F)(F)F)cc3)cccn2c1N(C)Cc1cccs1,?
CC(=O)N1CCN(S(=O)(=O)c2cccc(C(=O)OCc3ccc(F)cc3)c2)CC1,18µM*
CC(C)c1c(C(=O)NCc2cccnc2)cnn1-c1nccc(-c2ccccc2F)n1,?
O=C1c2c(-c3ccc(Br)cc3)noc2CCN1Cc1cn(C2CCCC2)nn1,?
O=C1CCCC2=C1C(c1cccc(Br)c1)n1nc(-c3ccco3)nc1N2 (centres undefined),?
O=C(COC(=O)c1cc(F)c(F)cc1Cl)NC1CCCCCC1,0%
CC(C(=O)NC1CCCC1)n1c(C2CC2)nc2ccccc21 (centres undefined),0%
CCOC(=O)[C@]12CCCC=C1N(Cc1ccc3c(c1)OCO3)C(=O)[C@H](CC(=O)NCCCN1CCCC1=O)C2,-5%
COC(=O)C1C2CC(C(Br)C2Br)C1C(=O)O (centres undefined),?
Cc1c(C=NNc2ccccc2)[nH]c(=O)[nH]c1=O,-1%
CC1(Cc2ccc3c(c2)OCO3)C(=O)Nc2c(Cl)ccc(Cl)c21 (centres undefined),23µM*
COc1cc(CCN=Cc2ccccc2O)c([N+](=O)[O-])cc1OC,4%
CC[N+]1(CC(=O)c2ccc(OC)cc2)CCCCC1,-14%
Cc1ccc(-c2ccc(C(=O)N3CCc4nnc(CNC(=O)c5ccccc5)n4CC3)cc2)cc1,?
CCCCn1nnnc1C1(C)CCC(=O)N1Cc1ccco1 (centres undefined),-19%

In another format: four of the compounds above.
> Cc1c(C=NNc2ccccc2)[nH]c(=O)[nH]c1=O
  TDP1 cell noCPT = -1%

> CC1(Cc2ccc3c(c2)OCO3)C(=O)Nc2c(Cl)ccc(Cl)c21 (centres undefined)
  TDP1 cell noCPT = 23µM*

> COc1cc(CCN=Cc2ccccc2O)c([N+](=O)[O-])cc1OC
  TDP1 cell noCPT = 4%

> CC[N+]1(CC(=O)c2ccc(OC)cc2)CCCCC1
  TDP1 cell noCPT = -14%

(cont.)
compound,TDP1 cell noCPT
CCC1(C)Cc2c(sc3c2c(=O)n(C)c2nnc(SCC(=O)c4ccccc4)n32)CO1 (centres undefined),?
COc1ccc(OC)c(CN2CCN(Cc3ccc(OC)c(OC)c3OC)CC2)c1,?
CC(C)C[C@H]1COCCS(=O)(=O)N1Cc1ccccc1F,-1%
CC(=O)Nc1c(C)ccc([N+](=O)[O-])c1C,-18%
CC(=O)N(c1ccc2ccccc2c1)C1SC(=O)N(c2cccc(C)c2)C1=O (centres undefined),-14%
c1ccc(CN=C2CCCc3ccccc3N2)cc1,?
CCN1CCN(C(=O)/C=C/c2ccc(F)cc2)CC1,8%
CC(C)[C@@H](N)C(=O)NC[C@H]1O[C@@H](n2cnc3c(=O)[nH]c(N)nc32)[C@H](O)[C@@H]1O,-3%
Cc1ccc(Cl)cc1-c1cc(C(=O)N2CCc3ccccc3C2)[nH]n1,?
CC1(C(=O)NS(=O)(=O)Cc2ccccc2C(F)(F)F)CCN1C(=O)Cc1cccs1 (centres undefined),-15%
COc1ccc(Br)cc1CNC(=O)C1CCCN(S(=O)(=O)N2CCC(C)CC2)C1 (centres undefined),?
C=CCOc1ccc(/C=N/n2nnnc2N)cc1OC,-3%
Cn1ccc2c(/C=C/c3ccc(F)cc3)cc3c(c21)C1CCC3C1 (centres undefined),?
Nc1ncnc2c1ncn2[C@@H]1O[C@H](C(=O)Nc2ccc(Oc3ccccc3)nc2)[C@@H](O)[C@H]1O,-25%
CCOC(=O)OCC/C(SC(=O)OCC)=C(\C)N(C=O)Cc1cnc(C)nc1N,-1%

Next part:
compound,TDP1 cell noCPT
NC(CCc1ccccc1)c1csc(Nc2nccc(C(F)(F)F)n2)n1 (centres undefined),?
COc1ccc(NC(=O)C(c2ccccc2)c2ccccc2)c(OC)c1,?
CCc1ccc2oc(-c3ccc(C)c(NC(=O)COc4ccccc4Cl)c3)nc2c1,?
OC(c1ccc(Cl)c(Cl)c1)c1ncc(-c2ccc(C(F)(F)F)cc2)[nH]1 (centres undefined),16µM*
CCC1CN(CCNC(=O)c2ccc(C#CC(C)(C)O)cc2)Cc2cc(OC)ccc2O1 (centres undefined),?
O=C1c2ccccc2C(c2nnnn2Cc2ccccc2)N1C1CC1 (centres undefined),-7%
CCOC(=O)C1=C[C@@H](C(C)(C)C)N(S(=O)(=O)c2ccc(C)cc2)[C@H]1c1ccc(C)cc1,12µM*
CC(NC(=O)COc1ccccc1)C1COc2ccccc2O1 (centres undefined),-10%
CCC[C@H]1CN(Cc2ccccc2)C(=O)[C@@H]1CC(=O)NC,-16%
COc1ccc(S(=O)(=O)N2CCCCC2)cc1NC(=O)c1cccc(S(=O)(=O)N2CC(C)OC(C)C2)c1 (centres undefined),?
CN(Cc1ccccc1)C(=O)c1ccc(NC(=O)Cc2ccc(NC(=O)C3CCN(C(=O)C4CCCCC4)CC3)cc2)cc1,16µM*
Cc1cccnc1C1=NOC(Cc2ccccc2)C(=O)N1CCOc1ccc(F)cc1 (centres undefined),23µM*
COc1ccc(Cc2c(C3CCCCC3)nc3cc(C)c(Br)c(C)n23)c(C)c1,?
CC(=NNc1ccc([N+](=O)[O-])cn1)c1ccccc1,5%
O=C(NCc1cccc(C(F)(F)F)c1)c1csc([C@@H]2C[C@H](O)[C@@H](CO)O2)n1,-11%

3 structures from above, sorted by count of non-hydrogen atoms, falling.
compound,TDP1 cell noCPT
CCc1ccc2oc(-c3ccc(C)c(NC(=O)COc4ccccc4Cl)c3)nc2c1,?
O=C1c2ccccc2C(c2nnnn2Cc2ccccc2)N1C1CC1 (centres undefined),-7%
CCC[C@H]1CN(Cc2ccccc2)C(=O)[C@@H]1CC(=O)NC,-16%

Further structures follow.
compound,TDP1 cell noCPT
O=C(Nc1ccc(F)cc1)C(CCc1ccccc1)N1CCN(C(=O)c2ccco2)CC1 (centres undefined),?
CC(=O)c1cn(C2OC(CO)C3OC(C)(C)OC32)c(=O)n(C)c1=O (centres undefined),-25%
COc1ccccc1NC(=O)Nc1nc(C(N)Cc2ccc(Cl)cc2)cs1 (centres undefined),23µM*
CCc1nc2c(OCc3ccccc3)cccn2c1N(Cc1ccccc1)C(C)=O,?
COC(=O)c1csc(C2OC(CO)C(O)C2O)n1 (centres undefined),-25%
CCCCNC(=O)C1C(c2ccc(C(F)(F)F)cc2)=Nc2ccccc2N1C(=O)C1CCN(C(C)=O)CC1 (centres undefined),-28%
